# aSyn yeast inh = inhibitors of alpha-synuclein toxicity in yeast. Yeast expressing alpha-synuclein, growth rescue, BacTiter-Glo, 24 h. Potency, µM (top dose mostly 46.1 µM), inactives show top-dose growth rescue (activation), actives largely listed as activators. 370,000 compounds, 0.14% hits; also: potency is read from the fitted curve at half-maximal effect; % of control where 0% means no effect; nearly all actives have a fitted effect of over 65% in size
#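 Screening used galactose-induced yeast with toxic alpha-synuclein levels, exposed to compound for 24 hr at 30 deg C. Cell growth, read with BacTiter-Glo luminescence, gave the measured signal.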
# PTHR1 agonist = agonists of human PTHR1 parathyroid hormone receptor; HEK293 GP2 PTHR1 cells, GloSensor cAMP luminescence, 1 h; Potency, µM (top dose mostly 115 µM), for the others: at the highest dose activation, usual class: activators; Q03431; 410,000 compounds, 0.075% hits; also: potency is read from the fitted curve at half-maximal effect; nearly all actives have a fitted effect of over 55% in size; some results filed as inactive show a strong effect at the top dose; inactives centre near -15; many of its hits are not listed in these tables
#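 HEK-293-derived GP2 cells expressing PTHR1 and a GloSensor cAMP reporter, 3,000/well, plated overnight, given luciferin plus IBMX (each 0.5 mM as added) for 1 h at 37 °C, then compound for 1 h at 37 °C. Luminescence was read after 15 min at room temperature.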
# GLP-1R agonist = agonists of human GLP-1 receptor | HEK293 GLP-1R CRE-luciferase, luminescence, 4-6 h; cells express a hypersensitive GLP-1R form | Potency, µM (titrated, usually from 45.6 µM), for the others: top-dose activation, most hits filed as activators | P43220 | AID 624172 | 380,000 compounds, 0.007% hits; also: potency is read from the fitted curve at half-maximal effect; % of control where 0% means no effect
# Target sequence (P43220 whole entry, looked up): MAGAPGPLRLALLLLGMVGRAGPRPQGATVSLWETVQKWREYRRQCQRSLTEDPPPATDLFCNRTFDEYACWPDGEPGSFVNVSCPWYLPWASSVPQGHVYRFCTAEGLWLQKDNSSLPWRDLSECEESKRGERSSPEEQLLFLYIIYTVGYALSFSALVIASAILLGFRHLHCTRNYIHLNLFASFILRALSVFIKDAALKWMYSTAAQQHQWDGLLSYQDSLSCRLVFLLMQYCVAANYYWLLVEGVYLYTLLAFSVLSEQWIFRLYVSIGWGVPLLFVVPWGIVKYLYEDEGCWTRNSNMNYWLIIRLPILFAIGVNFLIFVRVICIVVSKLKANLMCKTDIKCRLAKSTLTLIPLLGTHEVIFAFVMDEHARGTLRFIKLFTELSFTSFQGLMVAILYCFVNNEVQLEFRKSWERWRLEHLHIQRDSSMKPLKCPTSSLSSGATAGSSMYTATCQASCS
# KB-V1 cytotox = KB-V1 MDR subline cytotoxicity; KB-V1 MDR cells viability, CellTiter-Glo, 72 h; Potency, µM (doses to about 46.1 µM), for the others: at the top dose activity change, negative = cytotoxicity, most hits filed as cytotoxic; 400,000 compounds, 3.4% hits; AID 1347076; also: potency is read from the fitted curve at half-maximal effect; % is scaled to controls: 0 for no effect and ±100 for the full control effect; nearly all actives have a fitted effect of over 60% in size
#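 Readout: CellTiter-Glo luminescence, 10 min after addition. Cells: KB-V1 MDR subline, 72 h at 37 degrees C with compound. Analysis: corrected, normalized data fitted to concentration-effect curves.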
# TDP43 rescue = TDP-43 toxicity inhibition in yeast; Potency, µM (highest dose often 46.1 µM), inactives show top-dose growth rescue (activation), usual class: activators; 410,000 compounds, 1.8% hits; TDP-43 expressing yeast growth rescue, BacTiter-Glo, 24 h; AID 652104; also: potency is read from the fitted curve at half-maximal effect; % of control where 0% means no effect; nearly all actives have a fitted effect of over 50% in size
#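 Galactose-induced TDP-43 yeast, OD600=0.02, compound pinned; 24 hr, 30 deg C; BacTiter-Glo luminescence for growth. Inhibitors of TDP-43 toxicity read as activators.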
# DRD3 agonist = activates the human D3 dopamine receptor. D3R DiscoveRx beta-arrestin cells, luminescence, 90 min. max activation, %. 410,000 compounds, 0.58% hits. AID 652048; in the data active = max activation above about 30%; also: 0% is about no effect; mostly tested at two doses, the higher about 12 µM
# Target sequence (P35462 whole entry, looked up): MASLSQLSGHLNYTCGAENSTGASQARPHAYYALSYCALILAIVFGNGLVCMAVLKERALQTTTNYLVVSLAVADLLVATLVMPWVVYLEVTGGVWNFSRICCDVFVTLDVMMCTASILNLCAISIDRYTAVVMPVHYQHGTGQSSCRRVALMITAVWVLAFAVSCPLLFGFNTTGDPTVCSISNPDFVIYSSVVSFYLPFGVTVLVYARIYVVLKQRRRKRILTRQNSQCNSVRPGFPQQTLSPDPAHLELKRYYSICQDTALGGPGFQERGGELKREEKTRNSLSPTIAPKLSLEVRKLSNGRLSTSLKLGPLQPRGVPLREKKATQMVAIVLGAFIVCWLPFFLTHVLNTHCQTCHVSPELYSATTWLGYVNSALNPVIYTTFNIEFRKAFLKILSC
#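 Cells at 1500/well, incubated overnight, then treated with pinned compounds (dopamine as control) for 90 min at 37 degrees C. DiscoveRx reagent added for 30 - 60 minutes at room temperature; luminescence read.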
# GLP1R inv ag = acts as inverse agonist at human GLP-1 receptor. P43220. HEK293 GLP-1R CRE-luciferase, luminescence, 24 h; GLP-1R form is constitutively active. Potency, µM (highest dose often 38.3 µM), without a hit: top-dose activity change, negative = inhibition, usual class: inhibitors. 410,000 compounds, 1.6% hits. AID 624417; also: potency is read from the fitted curve at half-maximal effect; % is scaled to controls: 0 for no effect and ±100 for the full control effect; nearly all actives have a fitted effect of over 55% in size
#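 Luminescence readout: a drop in cAMP-driven luciferase signal flags inverse agonism at a constitutively active GLP-1R stably expressed in HEK293. Compound exposure lasted 24 hr at 37 deg C, 5% CO2.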
# GLP1R cytotox = cytotoxic in the GLP-1 receptor inverse agonist counter-screen | Potency, µM (highest dose often 38.3 µM), for the others: at the highest dose activity change, negative = inhibition, usual class: inhibitors | 410,000 compounds, 0.13% hits | AID 624418 | HEK293 cAMP-luciferase reporter cells, luminescence, 24 h;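 also: loss of luciferase light is scored as toxicity; potency is read from the fitted curve at half-maximal effect; % is scaled to controls: 0 for no effect and ±100 for the full control effect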
#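 MLSMR compounds, 24 hr on cells at 37 deg C/5% CO2; luminescence after luciferase reagent (12 min RT). Inhibition counted as the undesired cytotoxic outcome.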
# DRD3 antagonist = D3 dopamine receptor (human) antagonism | P35462 | D3R cells, DiscoveRx beta-arrestin luminescence, antagonist mode; active compounds read low | max response, negative = inhibition, % | 360,000 compounds, 2.5% hits; in the data active = max response below about -50%; inconclusive = no clear call, values can overlap the other calls; also: % is scaled to controls: 0 for no effect and ±100 for the full control effect; mostly tested at two doses, the higher about 12 µM
#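 Cells expressing the human receptor were seeded at 1500 cells/well, incubated overnight at 37 degrees C in 5% CO2, then exposed to library compounds with dopamine controls for 90 minutes at 37 degrees C before luminescent detection.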
# An asterisk follows results filed as active; i = inactive; u = inconclusive; x = no result given; & = joins results of further samples; [ ] = another dose, or the depositor's remark. Unless noted, calls follow the shape of the dose curve; as a rule, active = well fitted curve in the direction sought with a large enough effect; inconclusive = small, poorly fitted or top-dose-only effect, or another doubt; inactive = no such curve, though single readings can be large; an effect the other way counts as inactive or inconclusive. Not all compounds are listed, so the mix of outcomes need not match the whole.
SMILES,aSyn yeast inh,PTHR1 agonist,GLP-1R agonist,KB-V1 cytotox,TDP43 rescue,DRD3 agonist,GLP1R inv ag,GLP1R cytotox,DRD3 antagonist
CC(=O)c1ccc(N(CC(=O)NC2CCS(=O)(=O)C2)S(=O)(=O)c2ccc(Cl)cc2)cc1 (stereo not drawn),-2.1%,i,-3.4%,8.2%,2.4%,-7.9,19.1%,1.0%,-25.8
CNC(=O)CSc1nnc(C(C)C)n1C,-8.1%,i,0.3%,-0.9%,-21.1%,-4.8,-15.0%,4.6%,-11.9
O=C(NCCCN1CCCC1=O)c1ccccc1NS(=O)(=O)c1ccc(Br)cc1,5.2%,-22.3%,-0.6%,-19.8%,-2.1%,-10.7,9.7%,-8.0%,-11.8
CCc1ccc(N=c2c([N+](=O)[O-])nn(-c3ccccc3)n2O)cc1,17.7%,-30.3%[inhibitor][57.5 µM],-8.1%,u,12.6µM*,10.7,-9.1%,-15.3%,2.6
Cc1ccc(-c2c(C(=O)NNC(=S)NCC3CCCO3)csc2C)cc1 (stereo not drawn),-2.0%,-1.2%,-2.3%,-12.4%,0.0%,-1.8,8.4%,-0.4%,9.7
Cc1ccc2nc(SCC(=O)Nc3cc(C(C)(C)C)nn3-c3ccccc3)[nH]c2c1,u,i,4.9%,-4.6%,19.7%,1.4,u,-22.8%,-5.7
CCOc1ccc(C2=C(C(C)=O)Sc3nnc(C)n3N2C(C)=O)cc1,-26.2%,-71.5%[inhibitor],x,x,4.5%,-10.6,18.4%,0.3%,x
CCN1CCCC1CNC1=NCCCCC1 (stereo not drawn),-0.4%,-16.5%,2.8%,4.0%,-11.2%,-0.9,6.8%,24.4%,3.7
CCCNC(C)C(=O)Nc1ccccc1C (stereo not drawn),-8.0%&-8.4%,-2.3%,-5.7%,8.6%,10.5%,-0.9&-15.8,3.7%,3.1%,5.4
COc1ccc(C(=O)c2oc3ccccc3c2NC(=O)COc2cccc(C)c2C)cc1,-5.6%,i,-0.9%,0.0%,-6.3%,5.7,3.7%,2.9%,x
CCN1CCN(Cc2c(C(=O)N/N=C(\C)c3ccc(Cl)cc3)nnn2-c2nonc2N)CC1,-2.3%,-5.0%,-3.8%,u,-8.9%,-6.2,6.5%,-1.4%,-20.0
CCO[C@@H]1OC(C(=O)N2CCN(Cc3ccccc3)CC2)=C[C@H](c2csc3ccccc23)[C@H]1CCCO,-4.1%,-7.8%,1.2%,-16.4%,-1.2%,-16.2,u,-12.9%,-5.1
CN(C)c1nc(N)nc(CSc2nc3cc(Cl)ccc3o2)n1,10.1%,-1.4%[57.5 µM],15.9%,-23.1%,-17.2%,3.2,0.0%,7.2%,-16.4
CC(C)c1ccc(N2C(=O)CC(Sc3ncccn3)C2=O)cc1 (stereo not drawn),5.3%,-0.9%,-1.0%,5.0%,-3.3%,13.8,5.3%,-6.4%,-12.3
COC(=O)c1ccc2c(c1)N(Cc1ccc(Cl)cc1)C(=O)c1ccccc1S2,u,i,10.3%,-25.8%,u,6.9,u,-0.7%,x
O=C(CSc1ccc(-c2ccco2)nn1)N1CCCCC1,-5.2%,-72.1%[inhibitor],-0.1%,u,-0.8%,-6.6,-10.0%[7.66 µM],1.2%[7.66 µM],-12.7
CCCCN(C(=O)Cc1ccc(S(=O)(=O)N2CCOCC2)s1)c1ccccc1,9.3%,-10.9%,0.1%,-13.5%,9.9%,4.0,u,11.2%,24.0
CC1(C)CC(C#N)(N2CCOCC2)CCO1 (stereo not drawn),5.1%,i,-2.1%,1.6%,0.0%,0.1,2.6%,-9.1%,16.5
COc1ccccc1CNC(=O)CCC1N=C2c3ccccc3N=C(SCC(=O)NCCc3ccccc3)N2C1=O (stereo not drawn),x,-55.5%[inhibitor],x,-23.9%,-21.2%,-19.2,8.5%,5.1%,x
CC(C)Oc1ccc(CN2CCC2(C)C(=O)NCc2ccc(C(F)(F)F)cc2)cc1 (stereo not drawn),2.9%,i,-3.2%,-8.9%,12.7%,-3.7,u,2.0%,30.5
OCCOCCn1c(C(CO)Nc2nc(-c3ccccc3Br)cs2)nc2ccccc21 (stereo not drawn),3.4%,-43.9%[inhibitor],-4.1%,5.2%,18.2%,-6.2,8.1%,12.5%,3.0
O=C(COC(=O)/C=C/c1cccs1)Nc1cccc(S(=O)(=O)N2CCCC2)c1,-13.1%,-16.4%,2.5%,15.2%,-15.0%,-3.6,u,-7.1%,u
COc1cc(C2C(C(=O)c3cccs3)=C(O)C(=O)N2CCN2CCOCC2)ccc1OCCC(C)C (stereo not drawn),u,i,17.0%,3.9%,-4.5%,-0.4,0.9%,-8.4%,1.1
Cc1cc(OCC(=O)NCc2cccnc2)c2c(C)cc(=O)oc2c1,-2.3%,i,4.5%,0.9%,17.2%,-3.7,0.4%,-13.2%,2.2

# Arranged by SMILES length (descending): some entries from above.
SMILES,aSyn yeast inh,PTHR1 agonist,GLP-1R agonist,KB-V1 cytotox,TDP43 rescue,DRD3 agonist,GLP1R inv ag,GLP1R cytotox,DRD3 antagonist
O=C(COC(=O)/C=C/c1cccs1)Nc1cccc(S(=O)(=O)N2CCCC2)c1,-13.1%,-16.4%,2.5%,15.2%,-15.0%,-3.6,u,-7.1%,u
OCCOCCn1c(C(CO)Nc2nc(-c3ccccc3Br)cs2)nc2ccccc21 (stereo not drawn),3.4%,-43.9%[inhibitor],-4.1%,5.2%,18.2%,-6.2,8.1%,12.5%,3.0
Cc1cc(OCC(=O)NCc2cccnc2)c2c(C)cc(=O)oc2c1,-2.3%,i,4.5%,0.9%,17.2%,-3.7,0.4%,-13.2%,2.2

# Additional results
SMILES,aSyn yeast inh,PTHR1 agonist,GLP-1R agonist,KB-V1 cytotox,TDP43 rescue,DRD3 agonist,GLP1R inv ag,GLP1R cytotox,DRD3 antagonist
Cc1ccc(S(=O)(=O)N2[C@H](CC(=O)c3ccccc3)OC[C@@H]2C)cc1,-6.1%,-18.4%,x,u,3.2%,3.8,-16.4%,2.6%,23.8
CCn1c(CC(=O)Nc2ccccc2)nnc1SCc1nc2ccccc2c(=O)[nH]1,-3.4%,i,-1.5%,-2.7%,-10.3%,-10.2,3.9%,4.8%,-29.7
Cc1ccc(S(=O)(=O)Oc2ccccc2/C=C2\SC(=O)NC2=O)cc1,-4.2%,-50.0%[inhibitor],0.2%,-12.7%,-4.7%,1.5,-17.2%,0.4%,4.3
O=C(CCSc1nnc(-c2ccncc2)o1)Nc1ccccc1Cl,2.4%,i,15.5%,-3.4%,7.6%,-7.1,1.6%,-0.3%,-12.7
COc1ccc2nc3sc(C(=O)N4CCN(c5ccc(F)cc5)CC4)cc3cc2c1,x,-3.6%,0.1%,7.3%,9.7%,-0.6,-2.2%,3.1%,x
Cn1cc(S(=O)(=O)N2CCN(Cc3ccccc3)CC2)c(=O)n(C)c1=O,-2.3%,-3.8%,-2.9%,8.0%,22.4%,0.3,15.9%,3.9%,-1.3
O=C(Nc1ccccc1)c1cccc(N2CCCC2=O)c1,-3.1%,i,1.7%,0.0%,-5.2%,-5.5,-11.3%,10.4%,0.0
Cc1ccc(NC(=O)CSc2ccc3nnc(CCNS(=O)(=O)c4ccccc4)n3n2)cc1Cl,x,-55.8%[inhibitor],x,8.2%,10.8%,7.1,-3.4%,-8.6%,x
Cc1ccccc1-c1nc(CS(=O)(=O)CC(=O)NCc2ccccc2)c(C)o1,7.6%,-95.6%[inhibitor],1.0%,4.9%,12.3%,-1.3,u,4.0%,7.0
c1ccc(Nc2nc3ccccc3n3nnnc23)cc1,1.0%,i,22.7%,9.3%,19.5%,-3.5,44.9%[activator],2.1%,0.8
COC(=O)C(C)Sc1ncnc2c1c(-c1ccccc1)cn2-c1ccc(F)cc1 (stereo not drawn),x,-22.2%,x,-15.4%,-4.0%,20.5,-21.0%,-0.1%,x
c1ccc2nc3c(nc2c1)OCC1CCCCN31 (stereo not drawn),1.8%,-17.6%,21.2%,0.3%,16.1%,6.1,-13.3%,5.3%,0.0
O=C(NC1(c2ccccc2)CC1)C1CCC(=O)N(Cc2ccc(Cl)cc2)C1 (stereo not drawn),u,i,0.0%,-2.6%,8.5%,0.2,-26.2%,-8.9%,-11.7
CC(C)(C)c1ccc(C(=O)/C=C2\NC(=O)CS2)cc1,-0.5%,-21.7%,-9.4%,u,11.2%,2.5,-8.5%,-3.0%,12.8
Nc1c(N(Cc2ccco2)C(=O)c2ccc(Cl)cc2)c(=O)[nH]c(=O)n1Cc1ccccc1,-4.1%,-4.2%,-13.8%,-10.2%,17.0%,1.8,13.5%,-20.7%,17.2
CCOc1ccccc1N(CC(=O)NC1CCCC1)C(=O)CCCC(=O)Nc1ccccn1,-4.3%,-21.9%[57.5 µM],14.3%,-10.3%,-5.1%,-4.2,-8.8%,4.7%,0.0
O=C(NC(=S)NNC(=O)c1cccs1)c1ccc(Br)o1,18.9%,-45.6%[inhibitor][57.5 µM],-6.2%,u,-4.2%,22.1,-1.4%,6.4%,28.5
O=C(NC1CCCCCC1)C1CCN(C(=O)c2ccc(Cl)cc2)CC1,0.5%,-5.2%,4.1%,14.6µM*,u,5.3,u,-8.8%,-20.6
COc1ccc(C(CNC(=O)COc2c(C)cc(C)cc2C)N2CCOCC2)cc1 (stereo not drawn),1.3%,-22.4%,0.0%,1.0%,9.3%,0.1,-25.2%,-5.6%,7.3
Cc1cnc(NC(=O)c2ccc(-c3ccc([N+](=O)[O-])cc3)o2)s1,5.3%,i,0.1%,24.4%,24.4%,2.3,-0.5%,-1.7%,0.7
COc1cc(C(=O)Nc2nc(-c3ccc(Cl)cc3)c(C)s2)ccc1OCC(=O)Nc1ccc(F)cc1,1.0%,-4.3%,-9.6%,u,12.1%,6.4,15.9%,-15.4%,53.1
CCOC(=O)C(C)NC(=O)c1c(C)oc2ncn(CC(C)C)c(=O)c12 (stereo not drawn),x,i,x,8.0%,12.0%,0.6,-20.7%,-8.5%,x

# From PubChem
